Screening results deposited in PubChem BioAssay by National Center for Advancing Translational Sciences (NCATS).
Nrf2 inh – Nrf2 qHTS screen for inhibitors; A549 ARE-Fluc reporter, luciferase luminescence, 18-24 h; Potency, µM (highest dose often 46 µM), inactives show top-dose activity change, negative = inhibition, most hits filed as inhibitors; 2.1% of 360,000 active; further: potency means the concentration at half of the fitted maximal effect; on the % scale 0 is the no-effect control and ±100 the full control effect; nearly all actives have a fitted effect of over 60% in size
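Two sequential reads on A549 ARE_Fluc cells exposed to compound for 18-24 h: a CellTiter-Fluor fluorescence read for viability, then a luciferase luminescence read for Nrf2/ARE activity.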
CCT chaperon mod – High-Throughput Screening for Modulators of Cytosolic Chaperonin Activity; 0.3% of 360,000 active; activity change, % (no concentration beside the values), hits read low; AID 651819, 2012; purified chaperonin ATPase assay, HTRF ADP detection, 30 min; in the data active means activity change below about -30%; further: on the % scale 0 is the no-effect control and ±100 the full control effect
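TRiC (40 or 20 nM final, by batch activity) in 30 mM Tris pH 7.4, 100 mM KCl, 5 mM MgCl2, 1 mM DTT was treated with compound at 76 uM single dose, then 10 uM ATP, 30 min at 37 °C. ADP was read by HTRF Transcreener.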
Mm-Cpn inhibitor – Inhibitors of TCP-1 ring complex (TRiC) of Methanococcus maripaludis (MmCpn): qHTS. Chaperonin Mm-Cpn (Methanococcus maripaludis). purified Mm-Cpn ATPase, ADP Transcreener TR-FRET. Potency, µM (highest dose often 76.9 µM), for inactives: at the highest dose activity, negative = inhibition, hits mostly inhibitors. 0.031% of 330,000 active; further: potency means the concentration at half of the fitted maximal effect; on the % scale 0 is the no-effect control and ±100 the full control effect; nearly all actives have a fitted effect of over 80% in size
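Measured: ADP formation by purified Mm-CPN. Conditions: 25 nM protein, 10 uM ATP, Tris pH 7.4 with Mg2+, K+ and DTT, 37°C for 30 min. Detection: Transcreener HTRF after 30 min at room temperature.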
A549 viability – Nrf2 qHTS screen for inhibitors: counterscreen for cytotoxicity. A549 ARE-Fluc cells, CellTiter-Fluor viability, 18-24 h. AID 504648, 2011. 0.16% of 390,000 active. Potency, µM (top dose mostly 46 µM), without a hit: at the highest dose activity change, negative = cytotoxicity, most hits filed as inhibitors; further: potency means the concentration at half of the fitted maximal effect; on the % scale 0 is the no-effect control and ±100 the full control effect
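A549 ARE-Fluc cells in 5% FBS OPTI-MEM, 5000 cells/well, rested 2 h then exposed to compounds in concentration-response for 18-24 h at 37 °C. Viability by CellTiter-Fluor fluorescence (Ex 405/Em 525) after 30 min; luciferase luminescence (BugLite, 15 min, RT) read afterwards.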
Nrf2 ARE act – qHTS of Nrf2 Activators; AREc32 ARE-luciferase reporter (MCF7-derived line), luminescence, 24 h; Potency, µM (top dose mostly 46.1 µM), for the others: at the highest dose activation, actives largely listed as activators; 0.31% of 410,000 active; further: potency means the concentration at half of the fitted maximal effect; % of control where 0% means no effect; nearly all actives have a fitted effect of over 65% in size
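ARE activation measured as luciferase luminescence (Steady-Glo, 30 min RT) in AREc32_Fluc cells after 24 hr compound exposure at 37 deg C, 5% CO2; cells seeded overnight at 1000/well in OPTI-MEM, 5% FBS.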
Abeta rescue – qHTS for compounds that reverse cellular toxicity of Amyloid beta (A-beta) peptide in yeast: Primary Screen; yeast expressing A-beta42, growth rescue, OD600, 48 h; response scale: 0% DMSO, 100% iron-clioquinol control; Potency, µM (top dose mostly 46.1 µM), for inactives: at the highest dose growth rescue, actives largely listed as activators; 0.063% of 410,000 active; AID 1347071, 2019; further: potency means the concentration at half of the fitted maximal effect; nearly all actives have a fitted effect of over 55% in size
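Growth rescue measured by 600 nm absorbance after 48 h yeast culture at 30 C with compound. Values normalized between DMSO and an equimolar ferric chloride plus clioquinol control.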
TGFb inhibitor – qHTS for Inhibitors of TGF-b; HepG2 CAGA-GFP TGF-b/SMAD3 reporter, GFP fluorescence, 18 h; TGF-beta stimulated, 500 pg/mL final; Potency, µM (titrated, usually from 46.1 µM), without a hit: at the top dose activity, negative = inhibition, actives largely listed as inhibitors; 1.2% of 410,000 active; further: potency means the concentration at half of the fitted maximal effect; on the % scale 0 is the no-effect control and ±100 the full control effect; nearly all actives have a fitted effect of over 65% in size
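HEPG2 CAGA-GFP reporter cells (1000/well, DMEM with 1% FBS) received compounds, then recombinant TGF-beta at 500 pg/mL final for 18 hours at 37 degrees C. Per-cell GFP summed per well was normalised to unstimulated and stimulated DMSO controls before curve fitting.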
Akt phos inh – HTS Assay for Inhibitors of Akt Phophorylation: Primary Screen | Neuro2A IGF-stimulated pAkt S473 HTRF, 20 min; hits give low values | activity change, % for hits at 50 µM | 0.32% of 360,000 active | AID 651550, 2012; in the data active means activity change below about -80%; inconclusive means mostly about -51% to -80%; further: on the % scale 0 is the no-effect control and ±100 the full control effect
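Neuro2A cells (4,500/well, DMEM with 0.5% FBS) were treated with compound at a single 50 µM final concentration, stimulated with 6 nM IGF for 20 min at 37 °C, and lysed. Phospho-Akt Ser473 was read by HTRF as 665/615 ratio ×10^4.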
HepG2 tox – qHTS for Inhibitors of TGF-b: Cytotox Counterscreen. HepG2 CAGA-GFP viability, ATP luminescence, 18 h. Potency, µM (doses to about 46.1 µM), for inactives: at the highest dose activity change, negative = cytotoxicity, most hits filed as cytotoxic. 0.76% of 410,000 active; further: potency means the concentration at half of the fitted maximal effect; some results filed as inactive show a strong effect at the top dose
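CellTiter-Glo luminescence gave cytotoxicity after 18 hours at 37 degrees C. The cells were HepG2 CAGA-GFP in 1% FBS DMEM, stimulated with 500 pg/mL TGF-beta after compound addition. %Activity was normalised to no-cell wells (complete cell-killing) and DMSO (no toxicity), and curves were fitted and classified.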
The depositor's hits bear a star; i = inactive; ? = inconclusive; nt = no result given; & = joins results of further samples; [ ] = dose if it differs, or a comment. Unless noted, the call rests on the fitted dose curve; in most records, active means well fitted curve in the direction sought with a large enough effect; inconclusive means small, poorly fitted or top-dose-only effect, or another doubt; inactive means no such curve, though single readings can be large; an effect the other way counts as inactive or inconclusive.

| compound | Nrf2 inh | CCT chaperon mod | Mm-Cpn inhibitor | A549 viability | Nrf2 ARE act | Abeta rescue | TGFb inhibitor | Akt phos inh | HepG2 tox |
| --- | --- | --- | --- | --- | --- | --- | --- | --- | --- |
| CN1C(=O)Cc2cc(S(=O)(=O)N3CCN(c4cccc(C(F)(F)F)c4)CC3)ccc21 | -5%&17% | 0.9 | -1% | 5%&9% | 1.0%&-1.0% | 4%&-14% | 4%&-3% | i | -1%&-90% |
| O=C(N1CCCCC1)N1CCN(C(=O)N(c2ccccc2)c2ccccc2)CC1 | -28% | -5.3 | 0% | 3% | 0.0% | 23% | -1% | i | -2% |
| O=S(=O)(Nc1ccc(N2CCCCC2)cc1)c1ccccc1F | ? | 0.6 | -7% | 4% | 0.0% | 1% | 0% | i | 6% |
| COC1=C(N2CCOCC2)C(=O)c2ccccc2C1=O | -8% | 1.7 | 1% | -1% | 0.3% | 16% | 0% | i | 11% |
| O=C(CCc1ccccc1)NC(=S)Nc1ccc2c(c1)C(=O)OC2 | 7% | -3.6 | -2% | 0% | 0.0% | 2% | -9% | i | 6% |
| O=S(=O)(Cc1nnnn1-c1ccc(Br)cc1)c1ccc(F)cc1 | 5% | 0.5 | -1% | -3% | 0.2% | 2% | 1% | i | 8% |
| O=C(Cc1cccc(C(F)(F)F)c1)NCc1ccc(Cl)cc1 | -17% | -8.5 | -3% | 2% | -0.5% | 18% | 0% | i | 12% |
| COCOCCn1cc(CN2CCS(=O)(=O)N(Cc3ccc(-c4ccc(Cl)cc4)cc3)C(CC(C)C)C2=O)nn1 (stereo not drawn) | nt | -2.0 | nt | nt | -2.3% | 1% | ? | i | -67% |
| CCCCC1C(=O)N(c2ccccc2)N(c2ccc(O)cc2)C1=O (stereo not drawn) | 26µM* | 0.2 | -3% | ? | ? | 2% | 5.6µM* | i | 8.9µM* |
| COc1ccc(OCC(=O)Nc2cc(-c3ccccc3F)nn2-c2ccccc2)cc1 | nt | nt | nt | -10% | -0.8% | -16% | -5% | nt | -14% |
| CCOC(=O)Nc1nn(-c2ccc(C)cc2)c(=O)c(C#N)c1C | 9% | -0.1 | 0% | -4% | -0.6% | -15% | 1% | i | -3% |
| O=C(c1ccco1)N1CCN(Cc2ccc(Cl)cc2)CC1 | nt | 2.8 | 1% | 4% | -0.4% | -20% | ? | i | 0% |
| COc1cccc(OCCCN2CCN(S(=O)(=O)c3ccc(NC(C)=O)cc3)CC2)c1 | nt | -0.4 | 1% | 0% | 0.1% | -10% | -11% | ? | -41% |
| Cc1ccn2c(=O)nc(SCC(=O)Nc3ccc4c(c3)OCO4)nc2c1 | -3% | -1.9 | ? | 7% | 2.9% | -13% | -5% | i | -1% |
| N#Cc1ccccc1S(=O)(=O)N1CCN(C(=O)C2CCCCC2)CC1 | 12% | -1.7 | 2% | 14% | 0.0% | -2% | 5% | i | -26% |
| CN(C)C(=O)C(OC(=O)c1ccc2ccccc2n1)c1ccccc1 (stereo not drawn) | -8% | 0.2 | 1% | -6% | -0.7% | 9% | -2% | i | 12% |
| CSc1ccc(S(=O)(=O)N2CCC(C(=O)NCc3ccccn3)CC2)cc1 | -12% | -0.3 | 0% | -1% | 0.1% | 9% | -24% | i | 6% |
| Cc1c(NC(=O)c2ccccc2NC(=O)c2ccccc2)cccc1C(=O)O | -4% | -0.8 | 1% | 16% | -0.2% | 10% | 29% | i | -2% |
| Cc1ccc(NC(=O)CSc2nc(N)c(-c3ccccc3)c(=O)[nH]2)cc1Cl | 2% | -5.6 | 3% | 0% | -0.6% | -10% | 2% | i | 0% |
| CCCCn1c(N)c(N(CCC(C)C)C(=O)c2[nH]c(C)c(C(=O)OCC)c2C)c(=O)[nH]c1=O | -3% | -6.3 | 3% | -1% | 0.1% | -8% | ? | i | -20% |
| CCCCN(Cc1ccccc1)S(=O)(=O)c1cc2c(cc1Br)CC(C)N2C(C)=O (stereo not drawn) | ? | 0.7 | nt | 2% | 0.9% | -12% | ? | i | 6% |
| CS(=O)(=O)Nc1ccc(C(=O)N2CCc3ccccc3C2)cc1 | 0% | -1.6 | 1% | 7% | 0.3% | 3% | -7% | i | -21% |
| COc1ccc(CNc2cccc(C)n2)c(O)c1 | 11% | -4.3 | 1% | -1% | 0.0% | -3% | -4% | i | -2% |
| CCN(c1ccccc1)S(=O)(=O)c1ccc(Cl)c(NC(=O)CSc2ncn[nH]2)c1 | -17% | -4.3 | 0% | 26% | 0.1% | 11% | -18% | i | -8% |
| COc1ccccc1C(=O)C1CCCN(C(=O)c2cnn(C(C)C)c2)C1 (stereo not drawn) | 7% | 0.6 | -3% | -3% | -0.9% | -6% | -10% | i | -1% |
| COc1ccc(N2CCN(C(c3nnnn3C3CCCC3)C(C)C)CC2)cc1 (stereo not drawn) | -11% | -4.6 | -8% | 1% | -0.1% | -36%[inhibitor] | -3% | i | -5% |
| COc1ccc(NC(=O)c2nc3nccc(C)n3n2)cn1 | ? | -0.5 | ? | 1% | 0.3% | 9% | 44% | i | -32% |
| CCn1ncc(C(=O)Nc2ccc(S(=O)(=O)N3CCCC3)cc2)c1C | ? | -2.1 | -1% | -12% | 0.6% | -3% | -20% | -123%* | -19% |
| COc1cc2c(cc1OC)CN(C(C)C(=O)N1CCc3ccccc31)CC2 (stereo not drawn) | -6% | -3.7 | 0% | -14% | -0.3% | 15% | -15% | i | -21% |
| COc1ccc2c(c1)c1nc3ccccc3nc1n2CC(=O)OC(C)C | 4.6µM* | -1.1 | -1% | -28% | 0.2% | 13% | 41%[activator] | i | -13% |
| CCCC(=O)N(Cc1cc2ccccc2[nH]c1=O)c1ccccc1OC | 6% | 4.9 | -1% | -5% | -0.1% | 3% | -4% | i | -11% |
| COc1cc(Br)c(CC(=O)NC2CC2)cc1OC | -11% | 1.0 | 3% | 0% | 0.1% | 5% | 0% | i | 1% |
| COCCNc1nc(C)cc(-c2cc(C(=O)NCc3ccccc3)on2)n1 | -8% | 1.5 | -1% | 9% | 0.4% | 6% | -8% | i | -12% |
| Cc1cc(Br)ccc1OCCCCN1CCC(C)CC1 | 14% | -0.5 | 3% | 3% | 3.1% | 5% | ? | i | -35% |
| Cc1c(C(=O)OCC2CCCCC2)[nH]c2c1C(=O)CC(c1ccccc1Cl)C2 (stereo not drawn) | 2% | nt | nt | 0% | -1.0% | -11% | 14% | nt | -34% |
| COc1ccc(NC(=O)Cc2nnc(N)s2)cc1 | 2% | 3.0 | 0% | -8% | -0.1% | 2% | 14% | i | 1% |
| COC(=O)c1sc(-c2ccc(Cl)cc2)cc1NC(=O)/C=C/C(=O)O | ? | 2.1 | -6% | -15% | 8.9µM* | -7% | ? | i | -84% |
| Cc1cccc(NS(=O)(=O)c2c(C(=O)N3CCOCC3)c(C)n(C)c2C)c1C | 25% | 1.1 | 1% | -4% | 0.2% | 0% | 11% | i | -1% |
| Nc1nc(N)nc(-c2ccc(Cl)c(Cl)c2)n1 | ? | -3.8 | -1% | -4% | -1.3% | -6% | ? | i | -25% |
| O=C(O)c1ccccc1C(=O)N1CCc2c([nH]c3ccccc23)C1C(F)(F)F (stereo not drawn) | -16% | 0.5 | -3% | 0% | -0.2% | 11% | -16% | i | 13% |
| COc1ccc(CNC(=O)Nc2cn(CC(C)C)c(=O)c3ccccc23)cc1 | ? | nt | nt | 0% | -0.9% | -16% | 16% | nt | -14% |
| COc1ccc(-n2nc3c(c2NC(=O)c2ccc(Br)o2)CS(=O)(=O)C3)cc1 | 9% | 2.5 | -1% | 0% | 0.9% | -10% | -10% | i | -8% |
| C[C@@H]1COC(=O)[C@@H](CC(=O)OC(C)(C)C)C/C=C\C[C@@H](CC(=O)N(CCO)Cc2ccccc2)C(=O)N1 | 6% | 1.2 | 0% | 5% | -1.0% | -16% | 8% | i | 1% |
| CC1CC(C)CN(C(=O)Cn2c(-c3nonc3N)nc3ccccc32)C1 (stereo not drawn) | 18% | 0.4 | 2% | -3% | 0.3% | 12% | -2% | i | 3% |
| CCNC(=O)NC(=O)C(C)OC(=O)c1ccc(-n2nc(SC)sc2=S)cc1 (stereo not drawn) | 3% | 1.9 | 0% | 0% | 9.8% | 7% | ? | i | -8% |
| COc1ccc(C2CC(C(F)(F)F)n3nc(C(=O)NCc4c(C)nn(C)c4C)c(Cl)c3N2)cc1 (stereo not drawn) | 21µM* | -6.6 | 2% | -9% | 3.7% | 8% | ? | i | -30% |
| COC(=O)C1=C(C)N(c2ccc(C)c(C)c2)/C(=C/c2cccs2)C1=O | nt | -2.9 | 1% | 0% | -1.1% | -2% | 26% | i | -12% |
| CCOC(=O)c1c(CN2CCCCC2)oc2ccc(OC)cc12 | -3%&7% | -1.3&-0.4 | 0%&2% | 1%&-3% | 0.6%&2.6% | 6%&7% | 6%&3% | i | -31%&1% |
| COCCSc1nc2c([nH]c3ccccc32)c(=O)n1-c1ccc(OC)c(OC)c1 | nt | nt | nt | -5% | 4.1% | -8% | -1% | nt | -39% |
| CC(OC(=O)c1cnc(Cl)c(Cl)c1)C(=O)NCc1ccccc1 (stereo not drawn) | -4% | 0.8 | 0% | 2% | 2.8% | -6% | -8% | i | -5% |
| CCCCC(=O)NC(c1ccccc1Cl)c1ccc2cccnc2c1O (stereo not drawn) | ? | -0.1 | 1% | -15% | -1.4% | ? | ? | i | -33% |
